Assay outcomes deposited in PubChem by National Center for Advancing Translational Sciences (NCATS).
TR SRC2 fluor cs: Total Fluorescence Counterscreen for Inhibitors of the Interaction of Thyroid Hormone Receptor and Steroid Receptor Coregulator 2. Potency, µM (titrated, usually from 106 µM), inactives show at the highest dose fluorescence change, negative = quenching. TRb/SRC2 Texas Red total fluorescence interference. hit rate 0.29% among 280,000; active = well fitted curve in either direction with a large enough effect; inconclusive = small, poorly fitted or top-dose-only effect
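Human TRb ligand-binding domain at 0.6 uM with 20 nM Texas Red SRC2 peptide in Tris buffer containing 1 uM T3 and 5% DMSO, incubated with compound 5 h at ambient temperature. Total fluorescence (555/632 nm) calculated as parallel + 2 × perpendicular.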
L3MBTL1 inh: qHTS Assay for the Inhibitors of L3MBTL1 | Lethal(3)malignant brain tumor-like protein 1 (Homo sapiens), Q9Y468 | AlphaScreen L3MBTL1–H3K9me1 peptide binding | Potency, µM (top dose mostly 57.1 µM), without a hit: top-dose activity, negative = inhibition, hits mostly inhibitors | hit rate 0.66% among 230,000; note: nearly all actives have a fitted effect of over 60% in size
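L3MBTL1 (50 nM) pre-complexed 30 min with biotinylated H3(1-15)K9me1 peptide (75 nM), then compounds added for 30 min at room temperature; AlphaScreen streptavidin donor/nickel chelate acceptor beads (10 ug/mL final) read after 30 min dark incubation.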
GAA inh: qHTS Assay for Inhibitors of Human alpha-Glucosidase as a Potential Chaperone Treatment of Pompe Disease; Potency, µM (top dose mostly 76.9 µM), without a hit: at the top dose activity change, negative = inhibition, hits mostly inhibitors; Lysosomal alpha-glucosidase (Homo sapiens), P10253; purified human GAA, 4-MU-alpha-glucoside fluorescence; hit rate 0.005% among 200,000; AID 1466, 2008;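 note: plate controls were uninhibited enzyme wells for no effect and no-enzyme background for full effect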
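Human enzyme at 4 nM with 400 uM 4-methylumbelliferyl-alpha-D-pyranoside, citrate/phosphate buffer pH 5.0, 0.005% Tween-20, 20 min at room temperature. Compounds up to 77 uM. 4-MU fluorescence (Ex 365/Em 440) read after NaOH/glycine stop; AC50 from Hill fit.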
RECQ1 inh: qHTS Assay for Inhibitors of RecQ-Like Dna Helicase 1 (RECQ1); ATP-dependent DNA helicase Q1 (Homo sapiens), P46063; RECQ1 DNA unwinding, red fluorescence kinetic read; Potency, µM (series often up to 57.3 µM), without a hit: top-dose activity, negative = inhibition, hits mostly inhibitors; hit rate 0.54% among 240,000; AID 2549, 2010;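 note: plate controls were vehicle for no effect and no enzyme for full effect; nearly all actives have a fitted effect of over 30% in size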
Target sequence (P46063 whole entry, looked up): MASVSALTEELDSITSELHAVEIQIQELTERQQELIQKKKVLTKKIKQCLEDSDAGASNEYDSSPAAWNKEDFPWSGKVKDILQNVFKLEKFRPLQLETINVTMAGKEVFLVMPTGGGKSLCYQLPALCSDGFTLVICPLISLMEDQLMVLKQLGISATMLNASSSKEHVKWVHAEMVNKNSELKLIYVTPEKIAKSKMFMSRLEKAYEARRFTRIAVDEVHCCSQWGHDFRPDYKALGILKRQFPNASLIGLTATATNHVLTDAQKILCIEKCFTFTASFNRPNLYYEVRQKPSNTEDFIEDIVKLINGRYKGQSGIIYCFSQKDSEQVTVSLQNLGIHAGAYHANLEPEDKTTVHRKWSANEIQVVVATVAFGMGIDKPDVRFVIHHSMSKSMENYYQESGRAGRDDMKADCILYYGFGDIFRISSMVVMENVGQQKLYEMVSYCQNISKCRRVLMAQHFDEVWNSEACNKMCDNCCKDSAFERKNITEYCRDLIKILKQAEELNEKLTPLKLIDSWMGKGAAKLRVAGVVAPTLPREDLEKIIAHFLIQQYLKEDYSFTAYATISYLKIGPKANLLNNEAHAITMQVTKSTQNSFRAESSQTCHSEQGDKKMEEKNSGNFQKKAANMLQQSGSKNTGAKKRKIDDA
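RECQ1T1 50 nM; forked duplex (20 bp + 30-nt ss tails) 200 nM, ATP 2 mM final; pH 8.0, 2 mM MgCl2, 2.5 ug/ml poly(dI-dC); 15 min compound preincubation; discontinuous kinetic read over 2 h at RT.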
TRb SRC2 PPI: qHTS for Inhibitors of the Interaction of Thyroid Hormone Receptor and Steroid Receptor Coregulator 2. Thyroid hormone receptor beta (Homo sapiens), P10828. TRbeta-SRC2 peptide binding, fluorescence polarization; receptor liganded with 1 µM T3. Potency, µM (top dose mostly 106 µM), for inactives: top-dose activity change, negative = inhibition, hits mostly inhibitors. hit rate 0.065% among 280,000. AID 1469, 2008;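 note: plate controls were bound peptide for no effect and peptide without receptor for full effect; nearly all actives have a fitted effect of over 50% in size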
Target sequence (P10828 whole entry, looked up): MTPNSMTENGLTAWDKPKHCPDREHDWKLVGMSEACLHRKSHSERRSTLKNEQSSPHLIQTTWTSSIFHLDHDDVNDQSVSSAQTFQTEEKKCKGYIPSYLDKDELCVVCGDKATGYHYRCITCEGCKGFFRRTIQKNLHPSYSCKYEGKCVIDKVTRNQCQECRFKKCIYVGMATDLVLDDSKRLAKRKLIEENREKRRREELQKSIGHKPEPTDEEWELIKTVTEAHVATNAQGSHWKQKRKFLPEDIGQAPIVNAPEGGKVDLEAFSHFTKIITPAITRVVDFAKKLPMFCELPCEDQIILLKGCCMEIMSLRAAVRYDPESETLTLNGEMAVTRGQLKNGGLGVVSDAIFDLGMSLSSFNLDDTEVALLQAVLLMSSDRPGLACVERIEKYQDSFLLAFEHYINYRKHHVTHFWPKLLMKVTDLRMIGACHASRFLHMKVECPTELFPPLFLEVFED
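Human TRb LBD (0.6 uM) plus Texas Red-labeled SRC2 peptide (20 nM), 1uM T3, 5% DMSO, 5 hr at ambient temperature. Decreased polarization (555/632 nm) flags inhibition; data normalized to free and bound peptide controls.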
RGS12 GoLoco inh: qHTS Assay for Inhibitors of RGS12 GoLoco Motif Activity (Red Fluorophore); Gai1:RGS12 GoLoco peptide FP, rhodamine, 10 min; Guanine nucleotide-binding protein G(i) subunit alpha-1 (Homo sapiens), P63096; Potency, µM (titrated, usually from 61.6 µM), for the others: top-dose activity, negative = inhibition, usual class: inhibitors; hit rate 0.44% among 230,000; active = well fitted inhibition curve with a large enough effect, not every such curve was filed as active; inactive = no such curve, though single readings can be large or run the other way; note: nearly all actives have a fitted effect of over 30% in size; many of its hits are not listed in these tables
aGlu spleen mod: qHTS Assay for Inhibitors and Activators of Human alpha-Glucosidase From Spleen Homogenate | Lysosomal alpha-glucosidase (Homo sapiens), P10253 | human spleen homogenate, 4-MU-alpha-glucoside fluorescence | Potency, µM (titrated, usually from 79.9 µM), for inactives: top-dose activity change, negative = inhibition, usual class: inhibitors | hit rate 0.006% among 240,000 | AID 2112, 2009;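 note: 0% = enzyme with vehicle and -100% = no enzyme basal signal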
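Human spleen homogenate (1 ug) with 4-methylumbelliferyl-alpha-D-glucopyranoside (1 mM final) in 50 mM citrate/phosphate pH 5.0, 0.01% Tween-20; 40 min at 37 C. Stopped at pH 10; 4-MU fluorescence Ex 365/Em 440 nm; AC50 by Hill fit.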
GAA glycogen: qHTS Assay for Inhibitors and Activators of Human alpha-Glucosidase Cleavage of Glycogen; Lysosomal alpha-glucosidase (Homo sapiens), P10253; recombinant GAA, glycogen substrate, Amplex Red glucose oxidase fluorescence; Potency, µM (top dose mostly 76.4 µM), inactives show top-dose activity change, negative = inhibition, usual class: inhibitors; hit rate 0.38% among 300,000; AID 2100, 2009;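 note: 0% = full enzyme reaction and -100% = no-enzyme basal signal; the screen sought inhibitors and activators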
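Natural-substrate format: glycogen cleavage by 4 nM human enzyme, glucose read by Amplex Red coupling (Ex 573, Em 610 nm). Normalized to enzyme and no-enzyme controls.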
* = called active by the depositor; i = inactive; ? = inconclusive; · = not tested or not shown; & = joins results of further samples; ! = a repeat was not active; [ ] = remark or other dose. Unless noted, calls come from the whole dose curve; as a rule, active = well fitted curve in the direction sought with a large enough effect; inconclusive = small, poorly fitted or top-dose-only effect, or another doubt; inactive = no such curve, though single readings can be large; an effect the other way counts as inactive or inconclusive. Unless noted, % is set by controls: 0 for no effect and ±100 for the full control effect; potency is the fitted concentration of half-maximal effect. This is a subset (hit frequency here may not be typical).

cpd	SMILES	TR SRC2 fluor cs	L3MBTL1 inh	GAA inh	RECQ1 inh	TRb SRC2 PPI	RGS12 GoLoco inh	aGlu spleen mod	GAA glycogen
1	COc1ccc(C(=O)NCc2nnc(SCC(=O)Nc3ccccc3F)o2)cc1	-5%	·	1%	2%	-7%	6%	-5%	4%
2	Cc1cc(C)n2nc(C(=O)Nc3ccc4c(c3)OCO4)nc2n1	-6%	?	-5%	12%	1%	-2%	10%	-11%
3	Cc1ccc2occ(C(c3nnnn3C3CCCC3)N3CCN(C(=O)c4ccco4)CC3)c(=O)c2c1 (stereo unspecified)	2%	-5%	0%	-6%	-3%	3%	-7%	-3%
4	COc1ccc(OCC(=O)NNC(=O)C(=O)Nc2ccc(C)cc2)cc1	0%	-8%	11%	3%	-3%	-10%	-8%	-3%
5	COc1ccc(S(=O)(=O)Nc2c(C)ccc3nsnc23)cc1OC	-3%	·	-6%	-1%	-20%	6%	0%	7%
6	Cc1ccc(NC(=O)CN(C)C(=O)COc2cccc3cccnc23)cc1	-1%	?	-2%	3%	1%	-4%	1%	6%
7	CCOc1cc(C(=O)NC(=S)Nn2cnnc2)cc(OCC)c1OCC	-3%	·	-3%	-5%	-4%	6%	0%	-17%
8	CCc1cc(C=C(Cl)Cl)oc(=O)c1C	-1%	-2%	-5%	6%	6%	3%	2%	-2%
9	COc1cccc(C(=O)C(C#N)=C(SC)SC)c1	-1%	3%	-2%	-2%	-2%	-8%	-6%	-1%
10	CC(C)OC(=O)C1C2C=CC3(CN(Cc4cccs4)C(=O)C13)O2 (stereo unspecified)	2%	1%	-3%	-10%	3%	6%	-8%	4%
11	COc1cc(OC)c(OC)cc1CN1CCC(O)CC1	-4%	4%	·	0%	-3%	-7%	-2%	-4%
12	C#CCOC(=O)c1ccccc1C(=O)O	-1%	5%	-30%	-5%	6%	9%	2%	9%
13	COc1ccc(S(=O)(=O)N2CCCOC2CNC(=O)C(=O)NCc2ccco2)cc1 (stereo unspecified)	-3%	12%	2%	-9%	2%	10%	-8%	-5%
14	Cc1ccc2cc(CCNC(=O)c3cccc([N+](=O)[O-])c3)c(=O)[nH]c2c1C	-1%	-1%	-9%	-11%	-8%	5%	1%	3%
15	COc1ccc(NC(=O)CC(C)C)c([N+](=O)[O-])c1	0%	-6%	-1%	0%	-18%	2%	0%	2%
16	COc1ccc(S(=O)(=O)n2nc(OCc3cccs3)cc2N)cc1	-6%	9%	·	-4%	6%	0%	5%	-8%
17	O=C(Nc1ccc(Cl)cc1)c1cccnc1N1CCCCC1	-4%	·	-2%	-7%	6%	3%	-6%	-3%
18	N=C(N)c1ccccc1	3%&-3%	·	·	14µM*!	0%&-4%	-8%&4%	9%&-3%	3%
19	Oc1ccccc1-n1nc2ccc3nonc3c2n1	0%	6%	·	-4%	4%	-5%	-1%	-4%
20	CC(=O)N1C(C)(C)CC(=NOC(=O)c2ccc(C)cc2)CC1(C)C	-4%	-28%	9%	25%	-4%	22%	-1%	2%
21	Cc1cc([N+](=O)[O-])ccc1NC(=O)c1ccco1	2%	-7%	?	5%	1%	4%	11%	6%
22	CC(C)(CSc1ncccn1)NS(=O)(=O)c1ccccc1	-3%	-6%	10%	i	15%	16%	3%	-8%
23	Cc1ccc2nc(C)cc(N/N=C/c3ccc(F)cc3)c2c1	24%	7%	3%	-10%	-6%	6%	0%	-3%
24	Cc1nn(-c2ccccc2)c(Cl)c1C(=O)Nc1c(C)n(C)n(-c2ccccc2)c1=O	1%	-3%	2%	-12%	7%	7%	-18%	6%
25	O=C(c1ccc(Cl)cc1Cl)N1CCSCC1	2%	-4%	·	i	3%	4%	-4%	7%
26	Cc1ccc(S(=O)(=O)N(C)C)cc1NC(=O)CSc1ncc(C(F)(F)F)cc1Cl	1%	4%	-7%	i	-5%	-29%	-3%	-4%
27	CC(=O)CSc1ncnc2sc3c(c12)CCC3	-2%	1%	9%	13%	-9%	14%	-3%	2%
28	COC(=O)C1=C(C)N(c2ccc(OC)cc2)C(=O)/C1=C\c1cccs1	0%	-1%	3%	0%	2%	2%	1%	8%
29	CC(C)(C)NC(=O)NC(=O)COC(=O)c1cccc(OC(F)F)c1	-1%	19%	-8%	-11%	-2%	-18%	0%	-10%
30	O=[N+]([O-])c1ccc2ccn(C3OCC(O)C(O)C3O)c2c1 (stereo unspecified)	-2%	5%	7%	i	-5%	6%	4%	-11%
31	O=C(NCC1CCC(C(=O)O)CC1)OCc1ccccc1 (stereo unspecified)	-1%	3%	5%	-12%	1%	6%	-4%	-3%
32	COc1cccc(CC2(CO)CCCN(C(=O)c3cc[n+]([O-])cc3)C2)c1 (stereo unspecified)	3%	8%	·	i	-4%	2%	1%	12%
33	Cc1ccc(-n2c(=O)[nH]cc(C(=O)Nc3ccc4c(c3)OCCO4)c2=O)cc1	·	10%	6%	-15%	·	0%	-3%	14%
34	OCc1cn(-c2ccccc2)nc1-c1ccco1	1%	·	0%	1%	-7%	12%	-4%	4%
35	COc1ccc([N+](=O)[O-])cc1NC(=O)CSc1ncccn1	0%	4%	5%	i	11%	9%	1%	-7%
36	C/C(=N\NC(=O)Cn1ccc(C(F)(F)F)n1)c1ccc(N2CCOCC2)cc1	0%	·	·	i	3%	-6%	6%	5%
37	COc1ccccc1Sc1ccccc1/C=N/NC(N)=O	0%	-1%	-2%	i	6%	8%	0%	13%
38	O=C(CN1CCN(S(=O)(=O)c2ccc(F)cc2)CC1)Nc1ccccc1F	-4%	2%	-11%	-2%	3%	6%	-14%	-3%
39	CC1(C)CC(=O)C2=C(C1)OC(N)=C(C#N)[C@@]21C(=O)N(CC(N)=O)c2ccccc21	-4%	6%	-3%	-8%	-9%	·	-3%	7%
40	Cc1ccnc(NC(=O)c2cccc(NS(=O)(=O)c3ccccc3C)c2)c1	1%	·	-6%	9%	7%	8%	0%	-5%
41	O=C(NC1CCCCC1)C1CCCN(S(=O)(=O)c2ccc(Br)s2)C1 (stereo unspecified)	-1%	·	-1%	i	-3%	-2%	-2%	4%
42	CCCOC(=O)CC1C(=O)NCCN1Cc1cc(OC)cc(OC)c1 (stereo unspecified)	0%[53 µM]	-10%	?	i	7%[53 µM]	2%	-8%	9%
43	CCOc1cc(NC(=S)NCc2ccco2)c(OCC)cc1NC(C)=O	0%	-3%	8%	-7%	-16%	6%	-9%	-23%
44	COc1ccc(NC(=O)C(=O)NCCO)cc1Cl	4%	3%	5%	-1%	5%	9%	3%	6%
45	Fc1ccccc1Nc1nc2ccccc2n2nnnc12	-4%	·	3%	-4%	1%	21%	1%	-9%
46	C=CCN1C(=O)C(O)(CC(=O)c2ccc(-n3cccc3)cc2)c2ccccc21 (stereo unspecified)	4%	?	-17%	-9%	-10%	14%	-5%	-6%
47	Cc1cc(N(CCO)CCO)nc(-n2nc(C)cc2C)n1	2%	1%	5%	-3%	5%	-2%	0%	4%
48	CCOC(=O)c1cn(CC(=O)Nc2cccc(F)c2)nn1	-1%	·	7%	6%	-8%	12%	-2%	7%

Whole records as entered above. Values in the order: TR SRC2 fluor cs | L3MBTL1 inh | GAA inh | RECQ1 inh | TRb SRC2 PPI | RGS12 GoLoco inh | aGlu spleen mod | GAA glycogen
Listed for `COc1ccccc1Sc1ccccc1/C=N/NC(N)=O` = 0% | -1% | -2% | i | 6% | 8% | 0% | 13%
Listed for `Fc1ccccc1Nc1nc2ccccc2n2nnnc12` = -4% | · | 3% | -4% | 1% | 21% | 1% | -9%
Listed for `O=C(NC1CCCCC1)C1CCCN(S(=O)(=O)c2ccc(Br)s2)C1` (stereo unspecified) = -1% | · | -1% | i | -3% | -2% | -2% | 4%

Following part.
cpd	SMILES	TR SRC2 fluor cs	L3MBTL1 inh	GAA inh	RECQ1 inh	TRb SRC2 PPI	RGS12 GoLoco inh	aGlu spleen mod	GAA glycogen
49	Cc1ccc(COc2ccccc2C(=S)N2CCCC2)cc1	0%	-9%	-2%	-9%	-8%	5%	-8%	-13%
50	COc1ccc(NS(=O)(=O)c2ccc(NC(C)=O)cc2)c(OC)c1	-2%	3%	-10%	-9%	2%	12%	-12%	-8%
51	CC(C)C(NC(=O)OCc1ccccc1)C(=O)N1CCOCCOCCOCC1 (stereo unspecified)	-2%	·	2%	-9%	2%	4%	-3%	1%
52	COc1cc(SC#N)ccc1N=Cc1c(C)[nH]n(-c2ccc(C)cc2C)c1=O	-5%	·	-6%	-3%	9%	16%	-8%	-2%
53	Cc1cc(C)n2nc(CC(=O)NCc3ccccc3Cl)nc2n1	-6%	3%	7%	-6%	3%	·	-9%	4%
54	CCCCCNS(=O)(=O)c1cc(C)ccc1OC	-2%	7%	-2%	-4%	-2%	-3%	-3%	9%
55	O=c1nc2c(O)cccn2c2c1c(=O)[nH]c1ccccc12	4%	-11%	?	-8%	3%	24%	-2%	-6%
56	O=C(Nc1cccc(Cl)c1)c1ccc(OC(=S)N2CCOCC2)cc1	1%	·	-8%	i	-4%	7%	-3%	6%
57	CCOC(=O)N1CCN(C(=O)CSc2ccc3nnc(-c4ccccn4)n3n2)CC1	-1%	-26%	-4%	i	0%	-3%	·	?
